# Assay outcomes from PubChem.
# GLP1R cytotox – cytotoxic in the GLP-1 receptor inverse agonist counter-screen. HEK293 cAMP-luciferase reporter cells, luminescence, 24 h. Potency, µM (top dose mostly 38.3 µM), for inactives: at the top dose activity change, negative = inhibition, hits mostly inhibitors. 410,000 compounds, 0.13% hits;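 also: loss of luciferase light is scored as toxicity; potency is read from the fitted curve at half-maximal effect; % is scaled to controls: 0 for no effect and ±100 for the full control effect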
#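 1536-well qHTS counterscreen of the MLSMR; 200 cells/uL, 12 h pre-incubation, 23 nL cpd, 24 h at 37 deg C 5% CO2, luciferase detection reagent, 12 min RT, luminescence. Inhibition = undesired.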
# IL-2 act – IL-2 activation; IL-2 activation reporter assay, cell-based qHTS; stimulated with anti-CD3/CD4/CD28 beads; in transgenic mouse T cells; activation, % (series mostly up to about 46 µM); 360,000 compounds, 0.065% hits; in the data active = activation above about 50%; inconclusive = mostly about 30% to 49%; also: 0% is about no effect
#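 Unstimulated transgenic mouse T cells, 750 per well, received compound and, after 60 minutes, anti-CD3/anti-CD4 bead plus anti-CD28 stimulation. EGFP and DsRed were quantified after 18 hours.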
# WRN helicase inh – blocks human WRN helicase; Potency, µM (highest dose often 114 µM), without a hit: top-dose activity change, negative = inhibition, hits mostly inhibitors; WRN helicase unwinding, fluorescent forked duplex, kinetic; AID 651768; 360,000 compounds, 0.46% hits; Q14191; also: potency is read from the fitted curve at half-maximal effect; % is scaled to controls: 0 for no effect and ±100 for the full control effect; nearly all actives have a fitted effect of over 55% in size
#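 Enzyme (20 nM final) and test compound sit together 15 min at room temperature before substrate addition. Substrate is a single-forked duplex oligonucleotide (100 nM) labelled with fluorophore and quencher, with 2 mM ATP; helicase unwinding raises red fluorescence, read kinetically.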
# PLK1 PBD block – inhibitors of human PLK1 polo-box domain binding; AID 720504; P53350; 360,000 compounds, 2.8% hits; Potency, µM, inactives show max response, negative = inhibition, actives largely listed as inhibitors; Plk1 PBD binding of FITC phosphopeptide, fluorescence polarization; also: potency is read from the fitted curve at half-maximal effect; series mostly up to about 57 µM; % is scaled to controls: 0 for no effect and ±100 for the full control effect; nearly all actives have a fitted effect of over 65% in size
# PI5P4K alpha inh – PI5P4K alpha (human) kinase inhibition. P48426. PI5P4Kalpha enzyme, ADP-Glo luminescence, 60 min; hits give low values. max response, %. 330,000 compounds, 1.2% hits; active = max response of -50% or lower; inconclusive = between -30% and -50%; inactive = -30% or higher; also: value at the top dose of about 77 µM; % is scaled to controls: 0 for no effect and ±100 for the full control effect
# Target sequence (P48426 whole entry, looked up): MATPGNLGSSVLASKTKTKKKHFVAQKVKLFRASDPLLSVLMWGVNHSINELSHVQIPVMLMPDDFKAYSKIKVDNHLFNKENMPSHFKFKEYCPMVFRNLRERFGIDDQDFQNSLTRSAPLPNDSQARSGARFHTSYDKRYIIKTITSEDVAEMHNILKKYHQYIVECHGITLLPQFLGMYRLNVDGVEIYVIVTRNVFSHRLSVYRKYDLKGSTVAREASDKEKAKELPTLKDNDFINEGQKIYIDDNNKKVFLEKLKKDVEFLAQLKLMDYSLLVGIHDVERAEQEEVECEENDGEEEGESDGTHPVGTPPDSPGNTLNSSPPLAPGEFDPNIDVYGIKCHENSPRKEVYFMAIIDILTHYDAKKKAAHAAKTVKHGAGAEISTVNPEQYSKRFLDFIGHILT
#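 Enzyme plus substrate dispensed, test compounds pinned in, then ATP (5 microM final) added. After 60 min at RT, ADP-Glo reagent 1 for 45 min and reagent 2 for 30 min preceded luminescence imaging.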
# GLP1R ag – agonists of human GLP-1 receptor; HEK293 GLP-1R CRE-luciferase, luminescence, 4-6 h; cells express a hypersensitive GLP-1R form; Potency, µM (highest dose often 45.6 µM), for the others: top-dose activation, hits mostly activators; 380,000 compounds, 0.007% hits; AID 624172; also: potency is read from the fitted curve at half-maximal effect; % of control where 0% means no effect
# Target sequence (P43220 whole entry, looked up): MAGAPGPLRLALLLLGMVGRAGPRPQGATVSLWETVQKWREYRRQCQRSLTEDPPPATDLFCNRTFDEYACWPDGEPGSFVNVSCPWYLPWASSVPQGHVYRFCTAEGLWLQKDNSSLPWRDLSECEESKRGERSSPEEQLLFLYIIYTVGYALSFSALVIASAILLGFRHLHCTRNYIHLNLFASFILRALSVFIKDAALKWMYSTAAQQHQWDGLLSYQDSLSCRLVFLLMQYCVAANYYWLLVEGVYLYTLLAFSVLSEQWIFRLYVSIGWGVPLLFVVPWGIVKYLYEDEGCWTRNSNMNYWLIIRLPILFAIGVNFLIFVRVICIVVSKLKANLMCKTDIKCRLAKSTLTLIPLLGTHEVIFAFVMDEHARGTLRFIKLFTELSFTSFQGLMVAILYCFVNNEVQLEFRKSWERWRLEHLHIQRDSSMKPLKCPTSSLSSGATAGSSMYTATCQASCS
# D3 antag – D3 dopamine receptor (human) antagonism; P35462; D3R cells, DiscoveRx beta-arrestin luminescence, antagonist mode; hits give low values; max response, negative = inhibition, %; 360,000 compounds, 2.5% hits; AID 652054; in the data active = max response below about -50%; inconclusive = no clear call, values can overlap the other calls; also: % is scaled to controls: 0 for no effect and ±100 for the full control effect; mostly tested at two doses, the higher about 12 µM
#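 Cells plated overnight at 1500 cells/well, then exposed to library compounds with dopamine controls for 90 minutes at 37 degrees C. DiscoveRx reagent added for 30–60 minutes at room temperature; luminescence read, quantitative HTS format.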
# D3 ag – agonists of human D3 dopamine receptor; D3R DiscoveRx beta-arrestin cells, luminescence, 90 min; max activation, %; 410,000 compounds, 0.58% hits; in the data active = max activation above about 30%; also: 0% is about no effect; mostly tested at two doses, the higher about 12 µM
#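 Agonist mode: compounds and dopamine controls were applied to plated cells for 90 min at 37 degrees C after an overnight attachment at 1500 cells/well. Luminescent read-out followed 30 - 60 minutes at room temperature with DiscoveRx detection reagent.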
# GLP1R inv ag – acts as inverse agonist at human GLP-1 receptor; P43220; HEK293 GLP-1R CRE-luciferase, luminescence, 24 h; GLP-1R form is constitutively active; Potency, µM (titrated, usually from 38.3 µM), inactives show at the top dose activity change, negative = inhibition, hits mostly inhibitors; 410,000 compounds, 1.6% hits; also: potency is read from the fitted curve at half-maximal effect; % is scaled to controls: 0 for no effect and ±100 for the full control effect; nearly all actives have a fitted effect of over 55% in size
#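 qHTS in 1536-well format: reporter HEK293 cells expressing constitutive GLP-1R activity in DMEM + 10% Nu serum, 24 hr with compounds at 37 deg C, luminescence read after 12 min with detection reagent.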
# Numbers without * were called inactive; u = inconclusive; x = not tested or not shown; [ ] = another dose, or the depositor's remark. Unless noted, calls follow the shape of the dose curve; as a rule, active = well fitted curve in the direction sought with a large enough effect; inconclusive = small, poorly fitted or top-dose-only effect, or another doubt; inactive = no such curve, though single readings can be large; an effect the other way counts as inactive or inconclusive.
molecule	GLP1R cytotox	IL-2 act	WRN helicase inh	PLK1 PBD block	PI5P4K alpha inh	GLP1R ag	D3 antag	D3 ag	GLP1R inv ag
O=C(CN1CCCCC1)NCCNc1ccc(C(F)(F)F)cc1[N+](=O)[O-]	u	0.3	-6%	-8%	1	0%	0	0	u
Cc1c(N2C(=O)CSC23C(=O)Nc2ccccc23)c(=O)n(-c2ccccc2)n1C (centres undefined)	-9%	3.8	-5%[57.1 µM]	0%	x	0%	4	1	0%
CCn1c(-c2ccsc2)nc2c1c(=O)[nH]c(=O)n2Cc1ccccc1	-2%	-1.9	-2%	-7%	-2	10%	-22	-4	0%
COc1ccc(CNC(=O)c2cccc3c(-c4cccc(C(N)=O)c4)coc23)cc1OC	-21%	-0.8	-6%	-8%	3	-2%	124	21	u
CC1C=CCC2C(=O)N(c3cccc(C(=O)Nc4ccc(Br)cc4)c3)C(=O)C12 (centres undefined)	u	-6.6	u	-12%	15	1%	-20	-4	u
O=C(NCc1cccnc1)C1CCN(S(=O)(=O)c2cc([N+](=O)[O-])ccc2Cl)CC1	3%	-0.2	-7%	-7%	1	0%	-2	-1	9%
Cc1nn(C)c(C(=O)N/N=C/c2cccnc2)c1Cl	4%	0.1	-1%	8%	-1	9%	1	9	14%
O=C(OCC(=O)N1CCCc2ccccc21)c1cccc(C(F)(F)F)c1	10%	-3.3	-1%	1%	9	-3%	-14	-16	u
CC(OC(=O)C1CC1)C(=O)Nc1ccc([N+](=O)[O-])cc1Cl (centres undefined)	-6%	-1.9	-17%	-11%	0	11%	-23	-3	9%
Cc1ccc(-c2cn(-c3ccc(OC(F)F)cc3)c3[n+]2CCCCC3)cc1	0%	0.8	-26%	-8%	-3	-2%	-7	-24	-26%
O=C(Nc1cc(Cl)ccc1O)C1CC(c2ccccc2O)=NO1 (centres undefined)	4%	-0.8	-21%	11%	-1	-1%	-25	-9	u
CC(=O)c1ccc2c(c1)C1C=CCC1C(C(=O)O)N2 (centres undefined)	-10%	-0.2	14µM*	7.5µM*	-91*	-1%	0	11	-11%

# Part of the list above, with two lines to a compound.
# Screens in order: GLP1R cytotox, IL-2 act, WRN helicase inh, PLK1 PBD block, PI5P4K alpha inh, GLP1R ag, D3 antag, D3 ag, GLP1R inv ag
CC(OC(=O)C1CC1)C(=O)Nc1ccc([N+](=O)[O-])cc1Cl (centres undefined)
→ -6%, -1.9, -17%, -11%, 0, 11%, -23, -3, 9%
Cc1ccc(-c2cn(-c3ccc(OC(F)F)cc3)c3[n+]2CCCCC3)cc1
→ 0%, 0.8, -26%, -8%, -3, -2%, -7, -24, -26%
O=C(Nc1cc(Cl)ccc1O)C1CC(c2ccccc2O)=NO1 (centres undefined)
→ 4%, -0.8, -21%, 11%, -1, -1%, -25, -9, u
CC(=O)c1ccc2c(c1)C1C=CCC1C(C(=O)O)N2 (centres undefined)
→ -10%, -0.2, 14µM*, 7.5µM*, -91*, -1%, 0, 11, -11%

# (list continues)
molecule	GLP1R cytotox	IL-2 act	WRN helicase inh	PLK1 PBD block	PI5P4K alpha inh	GLP1R ag	D3 antag	D3 ag	GLP1R inv ag
CCCCN(CCCC)C(=O)C1CCN(S(=O)(=O)c2cccc3nsnc23)CC1	-6%	x	x	x	x	-1%	x	-21	-30%
O=C(/C(=C(\[O-])c1ccccc1)[n+]1ccc2ccccc2c1)c1ccccc1	0%	0.1	1%	-7%	-16	1%	-24	5	20%
COc1cc(C=C(C#N)c2ccc([N+](=O)[O-])cc2)ccc1O	-23%	-2.1	-5%	-11%	u	23%	-52*	-17	51%[activator]
CCn1c2ccc(F)cc2c2nnc(NN)nc21	u	-5.3	13%	-10%	-10	u	12	-9	19%
CC(=O)Nc1cccc(C(=O)N/N=C/c2cccnc2)c1	8%	0.4	-31%	24µM*	-26	7%	-13	1	11%
CCCCNc1c(-c2ccc(OC)c(SC3CCCCC3)c2)nc2cnccn12	175%[activator]	-0.7	-10%	13%	u	-11%	259	45*	u
Cc1[nH]nc2c1C(c1ccc3c(c1)OCO3)C(C#N)=C(N)O2 (centres undefined)	-20%	-1.0	-12%	u	x	-9%	20	1	13%
CC(C)(C)c1ccc(C(=O)NCCN2CCOCC2)cc1	1%	2.4	-6%	-4%	2	6%	1	-4	-6%
N=c1sccn1CC(=O)NC(=O)NC1CCCC1	-18%	-0.5	-30%[57.1 µM]	-2%	-5	-7%	14	5	1%
COc1ccc(C(=O)COC(=O)CCN2C(=O)C3C4C=CC(C5CC45)C3C2=O)cc1 (centres undefined)	0%	-1.9	-31%	u	2	3%	-5	2	-21%
O=C1OCC(c2ccccc2)=C1c1ccccc1	8%	-1.6	3%	0%	-10	4%	11	-1	7%
CC(C)(C)NC(=O)CSc1nnc(Cc2ccccc2)n1CC1CCCO1 (centres undefined)	4%	0.9	-3%	-5%	-4	0%	-3	-4	17%
CC(OC(=O)c1cccc(-n2cnnn2)c1)C(=O)Nc1cccc(Cl)c1 (centres undefined)	-9%	-6.6	1%	-5%	4	3%	-5	5	-9%
CCOC(=O)C1=C(C)N=C2SC(C)C(=O)N2C1c1ccc(OC(C)=O)c(OC)c1 (centres undefined)	-3%	0.1	-4%	-9%	6	-2%	-15	4	-23%
Fc1ccc(CNc2ncnc3c2cnn3-c2ccccc2)cc1	u	0.0	-31%	-7%	-3	-12%	57	-1	u
CCc1cccc2c(C(=O)COC(=O)c3ccccc3)c[nH]c12	u	1.6	6%	8%	0	4%	-12	-6	u
CCc1nc2ccc(F)cc2c(C(=O)NC2CCCCC2C)c1C (centres undefined)	1%	-1.4	-7%	3%	1	0%	30	3	-7%
COc1ccc(C(=O)C(C)OC(=O)CNC(=O)c2ccco2)cc1 (centres undefined)	3%	-0.1	-4%	-18%	-2	3%	-5	0	5%
CCOc1ccc2oc(-c3ccccc3)c(C(=O)N3CCN(CCO)CC3)c2c1	-20%	-4.2	-5%	0%	3	1%	9	22	-7%
CCOC(=O)C1CCCN(C(=O)CS(=O)(=O)Cc2ccccc2)C1 (centres undefined)	-12%	19	4%	1%	2	-7%	-12	-4	7%
CCSc1ccccc1C(=O)Nc1nc2ccccc2c(=O)[nH]1	14%	1.6	-29%	-15%	-8	6%	-9	0	-9%
Cc1ccc(Oc2ccc(Cl)cc2NC(=O)c2ccc(F)cc2F)cc1	11%	-1.1	-1%	-19%	9	-2%	-2	-2	19%
Cc1cccc(CN2[C@@H](CC(C)C)COCCS2(=O)=O)c1	8%	-0.7	-9%	-5%	1	-3%	21	-8	-11%
O=C1CC(N2CCSCC2)C(=O)N1c1ccccc1 (centres undefined)	2%	0.0	3%	2%	5	4%	1	13	8%
COc1ccc(Oc2nc(C)cc(C)c2S(C)(=O)=O)cc1	-1%	-2.8	1%	-7%	-2	-5%	8	1	6%
O=C(CCCN1C(=O)/C(=C/c2cccs2)SC1=S)Nc1ccc(O)cc1	u	-0.2	-5%	-5%	12	10%	-16	4	5µM*
Cc1ccc(NC(=O)c2cc(NC(=O)CCC(=O)O)ccc2N2CCCCC2)cc1	10%	0.1	-8%	-15%	x	1%	8	-3	14%
O=c1c2ccccc2c(C=Nc2ccc(O)cc2)c(O)n1-c1nccs1	u	0.4	u	-6%	-1	11%	7	0	12%
O=C(c1ccccc1)N(CCO)Cc1cc2cc3c(cc2[nH]c1=O)OCCO3	9%	0.2	7%[57.1 µM]	-10%	-7	6%	0	1	19%
CCCCN1C(=O)C(CC(=O)NCCCCc2ccccc2)CC(C(=O)N2CCOCC2)=C1C (centres undefined)	-10%	-0.1	10%	1%	-5	-2%	7	4	-1%
COc1ccc2c(c1)c(N1CCCC1=O)c(C(=O)Nc1ccccc1C(F)(F)F)n2C	-1%	x	x	x	x	-2%	x	5	-5%
C=C(CC[C@@H](O)C(C)(C)O)[C@H]1CC[C@]2(C)[C@@H]1CCC1[C@@]3(C)CC[C@H](O)C(C)(C)C3CC[C@]12C (some centres undefined)	4%	0.2	5%	-16%	9	-5%	-2	7	6%
Cc1ccc(NC2=NCC(Cc3ccc(Br)cc3)S2)cc1 (centres undefined)	u	-0.2	-12%	-2%	18	28%	7	-2	u
CC1=NN(c2ccccc2)C(=O)C1C(=O)c1ccc([N+](=O)[O-])cc1 (centres undefined)	u	-2.1	-1%	-21%	1	-3%	-22	-6	10%
CCCCNC(=O)Cc1c(OC)ccc2cc(Br)ccc12	-16%	-0.3	-13%	-12%	1	1%	-12	1	u
N#Cc1c(N)n(CCc2ccc(F)cc2)c2nc3ccccc3nc12	141%[activator]	-0.1	-7%	6%	12	1%	13	6	38%[activator]
CC(OC(=O)C12CCC(=O)N1c1ccccc1S2)C(=O)Nc1cccc(Cl)c1 (centres undefined)	-9%	3.0	-4%	1%	-2	-7%	9	8	18%
O=C(c1ccncc1)N1N=C(c2ccc(Br)cc2)CC1c1ccccc1O (centres undefined)	0%	-0.1	-18%	1%	-6	7%	-19	-4	u
O=C(COc1ccc(S(=O)(=O)NC2CCCCC2)cc1)NC1CC1	3%	-3.2	-6%	-7%	7	-2%	-4	3	28%
COc1ccc(C(=O)/C=C/c2cn(CN3CCN(C)CC3)c3ccccc23)cc1	119%[activator]	0.1	-7%	2%	x	-35%[inhibitor]	2	9	23%
Cc1ccccc1CSc1nnc(-c2ccco2)n1Cc1ccco1	2%	-1.5	u	-7%	x	1%	14	0	-11%
Cc1ccc(S(=O)(=O)N2CCC(=O)N([C@H](COCc3ccccc3)C(C)C)CC2)cc1	-1%	0.8	0%	-8%	-1	2%	9	2	16%
CN(CCc1ccccc1)Cc1nc(-c2cnccn2)no1	2%[7.66 µM]	0.6	-2%	8%	6	1%	-1	-6	-1%[7.66 µM]
CC(C)C(NC(=O)C1CCCCC1)C(=O)NC1=NCCS1 (centres undefined)	-4%	0.2	-4%	4%	-5	-1%	-7	-3	0%
